Assay outcomes deposited in PubChem BioAssay by several laboratories.
KCNQ2 block – KCNQ2 potassium channel inhibitors, primary screen, cell-based, CHO-K1, FluxOR thallium flux, B-score (AID 2156) | 310,000 compounds, 1.1% hits | 20 min; hits give low values | Potassium voltage-gated channel subfamily KQT member 2 (Rattus norvegicus), O88943 | B-score at 10 µM;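 active means fluorescence ratio B-score at most minus 3 library SDs, with starting brightness B-score within 2 library SDs, cut at about -5.5 in these data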
STK33 kinase inh – inhibitors of purified STK33 kinase, primary screen, biochemical, ADP-Glo luminescence, homogeneous, cell-free; Serine/threonine-protein kinase 33 (Homo sapiens), Q9BYT3; MBP phosphorylation; 320,000 compounds, 0.073% hits; inhibition, % at 10 µM;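 active means inhibition at or above 25%, using the most active replicate where run in duplicate; inactive means inhibition below 25%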
Target sequence (Q9BYT3 whole entry, looked up): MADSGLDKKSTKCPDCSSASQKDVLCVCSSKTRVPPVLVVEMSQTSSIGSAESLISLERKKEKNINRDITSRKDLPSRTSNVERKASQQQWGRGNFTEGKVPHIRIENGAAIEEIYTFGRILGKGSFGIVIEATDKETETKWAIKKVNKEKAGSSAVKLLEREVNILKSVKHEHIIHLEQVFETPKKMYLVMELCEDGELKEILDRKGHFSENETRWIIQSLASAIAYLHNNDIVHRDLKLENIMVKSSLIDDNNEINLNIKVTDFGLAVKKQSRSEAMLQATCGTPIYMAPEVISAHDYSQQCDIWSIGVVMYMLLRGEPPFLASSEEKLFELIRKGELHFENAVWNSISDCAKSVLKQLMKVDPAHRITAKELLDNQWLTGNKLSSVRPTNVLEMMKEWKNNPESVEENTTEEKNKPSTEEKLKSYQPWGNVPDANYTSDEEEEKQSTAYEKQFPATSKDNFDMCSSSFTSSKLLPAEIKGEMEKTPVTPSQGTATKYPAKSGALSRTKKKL
Kir21 block – inhibitors of mouse Kir2.1 inward-rectifier potassium channel. B-score at 10 µM. HEK293-Kir2.1, FluxOR thallium flux fluorescence; hits give low values. AID 1672, 2009. 310,000 compounds, 0.85% hits;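 active means fluorescence ratio B-score at or below minus 3 SD of library scores, with starting-brightness B-score within 2 SD, cut at about -4.2 in these data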;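 further: channel flux triggered by added potassium and thallium sulfate stimulus; B-score of peak minus minimum fluorescence over baseline after thallium stimulus; more negative B-score means stronger Kir2.1 block with less thallium influx; some compounds called inactive have numbers as strong as hits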
Target sequence (P35561 whole entry, looked up): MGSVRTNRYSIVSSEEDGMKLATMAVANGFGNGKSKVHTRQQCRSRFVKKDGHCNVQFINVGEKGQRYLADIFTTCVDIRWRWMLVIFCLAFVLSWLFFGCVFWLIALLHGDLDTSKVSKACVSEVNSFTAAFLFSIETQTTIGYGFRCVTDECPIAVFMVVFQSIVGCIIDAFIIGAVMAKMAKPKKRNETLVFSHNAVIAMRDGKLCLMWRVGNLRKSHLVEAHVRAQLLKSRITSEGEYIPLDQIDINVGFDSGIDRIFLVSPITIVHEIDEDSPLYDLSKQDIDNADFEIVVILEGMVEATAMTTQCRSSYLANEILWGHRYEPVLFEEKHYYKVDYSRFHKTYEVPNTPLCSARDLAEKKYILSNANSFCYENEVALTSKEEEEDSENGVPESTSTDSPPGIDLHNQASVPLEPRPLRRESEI
* hit, by the source's call.

For CN(CC(=O)NC1CCCCCC1)S(=O)(=O)c1ccccc1 the results were KCNQ2 block inactive, STK33 kinase inh -1.5 and Kir21 block 0.04.
For COCCCN1C(=O)C(=O)/C(=C(/O)c2ccc(OC(C)C)cc2)C1c1ccc(O)c(OC)c1 (configuration not stated) the results were KCNQ2 block inactive, STK33 kinase inh -0.1 and Kir21 block -0.53.
Screening CN(C)c1ccc(/C=C/C=C2/SC(=S)N(c3ccccc3)C2=O)cc1 returned KCNQ2 block inactive, STK33 kinase inh 0.0 and Kir21 block -0.65.
Screening Cc1cccc(NC(=O)CN2C(=O)NC(C)(c3ccc4ccccc4c3)C2=O)n1 (configuration not stated) returned KCNQ2 block inactive, STK33 kinase inh 0.6 and Kir21 block 1.3.
`O=C1CC(c2ccccc2)n2nc(N3C(=O)c4ccccc4C3=O)nc2N1` (configuration not stated) gave KCNQ2 block inactive, STK33 kinase inh -0.2 and Kir21 block 0.69.
CCOC(=O)c1c(C)[nH]c(C(=O)OC(C)C(=O)Nc2ccccc2OC)c1C (configuration not stated) was read as KCNQ2 block inactive, STK33 kinase inh -0.3 and Kir21 block 2.
Screening CCC(c1nnc(SCC(=O)NC2CCCCC2)n1Cc1ccccc1)N(C)C (configuration not stated) returned KCNQ2 block inactive, STK33 kinase inh 0.3 and Kir21 block -1.4.
For COCCNC(=O)C(c1ccc(C)cc1)N(C(=O)CCC(=O)Nc1ccccn1)C1CCCCC1 (configuration not stated) the results were KCNQ2 block inactive, STK33 kinase inh 0.0 and Kir21 block -0.39.
For CC(=O)c1cccc(NC(=O)COc2ccccc2C(=O)c2cc(C#N)c(=O)n(C3CCCCC3)c2)c1 the results were KCNQ2 block inactive, STK33 kinase inh 0.0 and Kir21 block 0.52.
`O=C(CO)N/N=C/c1ccc(Cl)cc1` gave KCNQ2 block inactive, STK33 kinase inh 0.1 and Kir21 block 2.2.
Screening CCOC(=O)c1nnn(-c2nonc2N)c1CN(C)Cc1ccccc1 returned KCNQ2 block inactive, STK33 kinase inh 1.1 and Kir21 block -1.2.
`CCc1ccc(N2C(=O)Nc3ccccc3C2(O)C(=O)N2CCN(c3ccccn3)CC2)cc1` (configuration not stated) gave KCNQ2 block inactive, STK33 kinase inh -0.8 and Kir21 block 0.04.

Among those listed so far, these have four or more nitrogen atoms.
Screening Cc1cccc(NC(=O)CN2C(=O)NC(C)(c3ccc4ccccc4c3)C2=O)n1 (configuration not stated) returned KCNQ2 block inactive, STK33 kinase inh 0.6 and Kir21 block 1.3.
`O=C1CC(c2ccccc2)n2nc(N3C(=O)c4ccccc4C3=O)nc2N1` (configuration not stated) gave KCNQ2 block inactive, STK33 kinase inh -0.2 and Kir21 block 0.69.
Screening CCC(c1nnc(SCC(=O)NC2CCCCC2)n1Cc1ccccc1)N(C)C (configuration not stated) returned KCNQ2 block inactive, STK33 kinase inh 0.3 and Kir21 block -1.4.
For COCCNC(=O)C(c1ccc(C)cc1)N(C(=O)CCC(=O)Nc1ccccn1)C1CCCCC1 (configuration not stated) the results were KCNQ2 block inactive, STK33 kinase inh 0.0 and Kir21 block -0.39.
Screening CCOC(=O)c1nnn(-c2nonc2N)c1CN(C)Cc1ccccc1 returned KCNQ2 block inactive, STK33 kinase inh 1.1 and Kir21 block -1.2.
`CCc1ccc(N2C(=O)Nc3ccccc3C2(O)C(=O)N2CCN(c3ccccn3)CC2)cc1` (configuration not stated) gave KCNQ2 block inactive, STK33 kinase inh -0.8 and Kir21 block 0.04.

New compounds follow.
COc1ccc2c(c1)C=C(CN1CCN(C3CCCC3)C(CCO)C1)CO2 (configuration not stated) was read as KCNQ2 block inactive, STK33 kinase inh 6.7 and Kir21 block 0.19.
For CC(C)Cn1c(-c2ccc(Br)cc2)c[nH]c1=S the results were KCNQ2 block inactive, STK33 kinase inh 17 and Kir21 block 0.8.
`CC(C)CC(=O)Nc1cccc(NC(=O)CC(C)C)n1` gave KCNQ2 block inactive, STK33 kinase inh 0.3 and Kir21 block -0.3.
`C=C(C)COc1ccc(-c2nc(N)nc(C)c2-c2ccc(OC)cc2)c(O)c1` gave KCNQ2 block inactive, STK33 kinase inh -0.8 and Kir21 block -0.04.
For CC(CNCC1CCCO1)COc1cccc2ccccc12 (configuration not stated) the results were KCNQ2 block inactive, STK33 kinase inh 0.2 and Kir21 block -3.7.
`O=C(Nc1ccc(N2CCOCC2)c(Cl)c1)c1ccc(Br)o1` gave KCNQ2 block inactive, STK33 kinase inh 8.5 and Kir21 block 0.
`O=C(Nc1ccc(Oc2ccccc2)cc1)C1CC1` gave KCNQ2 block inactive, STK33 kinase inh -0.4 and Kir21 block -0.33.
`COc1ccc(-n2c(N)c(C(=O)NCc3ccco3)c3nc4ccccc4nc32)c(OC)c1` gave KCNQ2 block inactive, STK33 kinase inh -1.7 and Kir21 block -1.6.
`Cc1cccc(S(=O)(=O)c2c(C)cc(C)nc2Cl)c1` gave KCNQ2 block inactive, STK33 kinase inh 0.9 and Kir21 block -0.51.
COc1ccc(C2NC(=O)C(C#N)=C(S)N2c2cccc(C)c2)cc1OC (configuration not stated) was read as KCNQ2 block inactive, STK33 kinase inh 1.4 and Kir21 block 0.46.
For COc1ccc(CCN2C(=O)NC(NC(C)=O)(C(F)(F)F)C2=O)cc1OC (configuration not stated) the results were KCNQ2 block inactive, STK33 kinase inh -2.3 and Kir21 block -1.6.
`Cc1c(C(=O)NNC(=S)NCc2ccc(Cl)cc2)oc2ccccc12` gave KCNQ2 block inactive, STK33 kinase inh 0.7 and Kir21 block -0.84.

In the list so far, these contain a cyano group.
For CC(=O)c1cccc(NC(=O)COc2ccccc2C(=O)c2cc(C#N)c(=O)n(C3CCCCC3)c2)c1 the results were KCNQ2 block inactive, STK33 kinase inh 0.0 and Kir21 block 0.52.
COc1ccc(C2NC(=O)C(C#N)=C(S)N2c2cccc(C)c2)cc1OC (configuration not stated) was read as KCNQ2 block inactive, STK33 kinase inh 1.4 and Kir21 block 0.46.

The list goes on.
For CC(=O)c1ccc(S(=O)(=O)NCCCC(=O)NCCc2ccccn2)cc1 the results were KCNQ2 block inactive, STK33 kinase inh 0.6 and Kir21 block 2.
Screening COc1ccc2nc(C)cc(SCC(NC(C)=O)C(=O)OC(C)C)c2c1 (configuration not stated) returned KCNQ2 block inactive, STK33 kinase inh 0.7 and Kir21 block -0.96.
For CCNC(=S)NNC(=O)c1csc(C)c1 the results were KCNQ2 block inactive, STK33 kinase inh -1.0 and Kir21 block -1.
Screening COc1ccccc1N1CCN(CC(O)COc2c(OC)cccc2OC)CC1 (configuration not stated) returned KCNQ2 block inactive, STK33 kinase inh 0.7 and Kir21 block -0.01.
`CC(C)CNC(=S)NC(=O)c1ccc(F)cc1` gave KCNQ2 block inactive, STK33 kinase inh 1.5 and Kir21 block -1.2.
Oc1c(C=C2N=c3ccccc3=N2)sc(=S)n1C1CCCC1 was read as KCNQ2 block inactive, STK33 kinase inh -1.8 and Kir21 block -0.86.
For CCOC(=O)C1(C(F)(F)F)N=C(C(F)(F)F)Nc2ccccc21 (configuration not stated) the results were KCNQ2 block inactive, STK33 kinase inh -0.4 and Kir21 block 0.34.
`COc1ccc(OC)c(NC(=O)C(=S)NC2CCCCC2)c1` gave KCNQ2 block inactive, STK33 kinase inh 6.5 and Kir21 block 0.07.
For CCOc1ccccc1N1CCN(Cc2cccc(OC)c2OC)CC1 the results were KCNQ2 block inactive, STK33 kinase inh -0.9 and Kir21 block -0.7.
Screening CC(C)CN(C(=O)COC(=O)c1cccn1C)c1c(N)n(Cc2ccccc2)c(=O)[nH]c1=O returned KCNQ2 block inactive, STK33 kinase inh -0.5 and Kir21 block -0.94.
For COc1cc(NC(=S)NCCc2c[nH]c3ccccc23)c(OC)cc1Cl the results were KCNQ2 block inactive, STK33 kinase inh -0.1 and Kir21 block -1.1.
`C/C(Cn1cnc([N+](=O)[O-])n1)=N/NC(=O)COc1c(Cl)cc(Cl)cc1Cl` gave KCNQ2 block inactive, STK33 kinase inh -1.9 and Kir21 block 0.27.
COC(=O)c1cn(N(C)c2ncc(C(F)(F)F)cc2Cl)c(=O)c2ccccc12 was read as KCNQ2 block inactive, STK33 kinase inh -1.1 and Kir21 block -0.82.
Screening C=CCS(=O)(=O)N1CCCC(Cc2ccccc2C)(C(=O)OCC)C1 (configuration not stated) returned KCNQ2 block inactive, STK33 kinase inh -1.7 and Kir21 block -1.1.
CCCN(CCC)c1ncnc2nc[nH]c12 was read as KCNQ2 block inactive, STK33 kinase inh 3.8 and Kir21 block -0.47.
CC(C(=O)Nc1ccccc1-c1ccccc1)N(C)Cc1nc2ccccc2c(=O)[nH]1 (configuration not stated) was read as KCNQ2 block inactive, STK33 kinase inh -2.0 and Kir21 block -1.3.
Screening COc1cc(CNc2nc3c(C)cc(C)cc3s2)ccc1O returned KCNQ2 block inactive, STK33 kinase inh -0.9 and Kir21 block 0.
For O=c1cc(CCl)nc2scc(-c3ccccc3)n12 the results were KCNQ2 block inactive, STK33 kinase inh -0.7 and Kir21 block 1.4.
Screening CC(=O)Oc1ccccc1C(=O)Nc1ccccc1C(=O)N1CCCC1 returned KCNQ2 block inactive, STK33 kinase inh -0.8 and Kir21 block -0.15.
CCOC(=O)N1CCN(Cc2cc(Cl)c3cccnc3c2O)CC1 was read as KCNQ2 block inactive, STK33 kinase inh -1.6 and Kir21 block 0.7.
C#CCOCCOCCOCCNc1nc(N2CCN(C(=O)[C@H](CCCCN)n3cc([C@@H](N)C(C)CC)nn3)CC2)nc(N2CCN(C(=O)[C@H](CCCCN)n3cc([C@@H](N)CC(C)C)nn3)CC2)n1 (some centres not stated) was read as KCNQ2 block inactive, STK33 kinase inh 5.2 and Kir21 block 0.97.
CCCCCCOc1cccc(N)c1 was read as KCNQ2 block inactive, STK33 kinase inh 4.0 and Kir21 block 1.
Screening CCN(CC)C(=N)/C(C#N)=N/Nc1ccc(C)cc1 returned KCNQ2 block inactive, STK33 kinase inh -1.0 and Kir21 block 1.2.
For Nc1ncnc(Nc2c(F)cccc2F)n1 the results were KCNQ2 block inactive, STK33 kinase inh -1.5 and Kir21 block -1.
CCOc1ccc(N(CC(=O)NCCSCc2ccco2)S(=O)(=O)c2ccc(F)cc2)cc1 was read as KCNQ2 block inactive, STK33 kinase inh -1.7 and Kir21 block -1.
`CC1(C)Cc2c(sc(NC(=O)c3ccc(S(=O)(=O)N4CCCCCC4)cc3)c2C(N)=O)C(C)(C)N1` gave KCNQ2 block inactive, STK33 kinase inh -3.4 and Kir21 block -1.3.
For NC(=S)N/N=C/c1cn(CCC(=O)O)nc1-c1cccc(Br)c1 the results were KCNQ2 block inactive, STK33 kinase inh 0.8 and Kir21 block 2.6.
COc1ccc(NC(=O)c2c[nH]n3c(=O)cc(C4CCN(C(=O)OC(C)(C)C)CC4)nc23)cc1Cl was read as KCNQ2 block inactive, STK33 kinase inh -0.6 and Kir21 block 0.62.
`O=C(NCCCN1CCN(CCCNC(=O)c2cc([N+](=O)[O-])ccc2Cl)CC1)c1cc([N+](=O)[O-])ccc1Cl` gave KCNQ2 block inactive, STK33 kinase inh 0.6 and Kir21 block -0.05.
For COc1ccc(-n2c(C)cc(/C=N/Nc3nnc(C)n3N)c2C)cc1 the results were KCNQ2 block inactive, STK33 kinase inh 0.2 and Kir21 block 0.32.
Screening NC(=O)CC(NC(=O)c1cccc(Br)c1)c1ccc(N2CCC(Br)CC2)c([N+](=O)[O-])c1 (configuration not stated) returned KCNQ2 block inactive, STK33 kinase inh -1.0 and Kir21 block 0.52.
`C=CCn1nc([N+](=O)[O-])nc1Sc1cccc2cccnc12` gave KCNQ2 block inactive, STK33 kinase inh 0.0 and Kir21 block 0.59.
For O=C(COc1ccccc1)NCC(=O)N/N=C/C=C/c1ccccc1 the results were KCNQ2 block inactive, STK33 kinase inh -1.7 and Kir21 block 0.41.
`c1ccc(-c2c[n+]3c(n2-c2ccccc2)CCC3)cc1` gave KCNQ2 block inactive, STK33 kinase inh -1.6 and Kir21 block -0.27.
CCOC(=O)c1cnc(SC)nc1N was read as KCNQ2 block inactive, STK33 kinase inh 0.6 and Kir21 block -1.4.
For C=Cn1cc[n+](CC(=O)C(C)(C)C)c1 the results were KCNQ2 block inactive, STK33 kinase inh -0.2 and Kir21 block -0.2.
Screening O=C(COC(=O)c1ccc2c(c1)OCCO2)Nc1cc(S(=O)(=O)N2CCOCC2)ccc1Cl returned KCNQ2 block inactive, STK33 kinase inh -0.4 and Kir21 block -0.59.
`CCOC(=O)c1cc(OC(=O)c2ccccc2Br)n(-c2ccccc2)n1` gave KCNQ2 block inactive, STK33 kinase inh -3.2 and Kir21 block 0.91.
`CCOC(=O)c1cc2sccc2n1CC(=O)N1CCCC1` gave KCNQ2 block inactive, STK33 kinase inh 0.3 and Kir21 block 0.48.
Screening O=C(N1CCCCC1)N1CCN(C(c2ccccc2)c2ccccc2)CC1 returned KCNQ2 block inactive, STK33 kinase inh 2.0 and Kir21 block -0.02.
Screening CC[C@H]1CN2CCc3cc(OC)c(OC)cc3[C@@H]2C[C@@H]1C[C@H]1NCCc2cc(OC)c(OC)cc21 returned KCNQ2 block inactive, STK33 kinase inh -1.3 and Kir21 block 1.5.
Screening COCC1CCCCN1C(=O)c1ccc2nc(Cc3ccc(OC)c(OC)c3)oc2c1 (configuration not stated) returned KCNQ2 block inactive, STK33 kinase inh -0.7 and Kir21 block 1.5.
Screening COc1ccccc1C1(O)C(=O)Nc2ccccc21 (configuration not stated) returned KCNQ2 block inactive, STK33 kinase inh -2.6 and Kir21 block 0.06.
Screening O=C(c1c(O)c2ccccc2oc1=O)C1CCCCC1 returned KCNQ2 block inactive, STK33 kinase inh -1.3 and Kir21 block 1.2.
